Compound activity: PubChem, National Center for Advancing Translational Sciences (NCATS)
ASM inhibitor = human S-ASM enzyme inhibition | placental ASM, HMU-PC fluorogenic substrate, 60 min | 340,000 compounds, 0.006% hits | P17405 | Potency, µM (doses to about 57.5 µM), for the others: at the top dose activity change, negative = inhibition, hits mostly inhibitors | AID 504937; also: potency is read from the fitted curve at half-maximal effect
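HMU-PC0 cleavage (9 uM final) by human placental ASM, 60 min at 37 °C following 10 min compound exposure at RT; stopped at pH 10, fluorescence Ex 386/Em 447 nm.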
Integrin act MD = activates integrin-mediated alleviation for muscular dystrophy; Potency, µM (top dose mostly 38.3 µM), inactives show at the highest dose activation, most hits filed as activators; 350,000 compounds, 0.064% hits; AID 624291; alpha7betagal myoblasts, beta-gal FDG fluorescence, 48 h;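 also: potency is read from the fitted curve at half-maximal effect; 100% = response of the positive control SU9516; nearly all actives have a fitted effect of over 60% in size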
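Alpha7betagal+/- myoblasts (passage 13) were plated 16-24 hr, then exposed to compounds (1:260 dilution of DMSO stock) for 48 hours at 37C. After MPER lysis, β-galactosidase reporter activity was read as FDG fluorescence (ex 480/em 540) after 30 minutes.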
Menin-MLL TR inh = displaces Texas Red mutant MLL peptide from human menin | AID 1768 | 270,000 compounds, 0.23% hits | Menin + Texas Red MLL mutant peptide, fluorescence polarization | O00255 | Potency, µM (top dose mostly 61.6 µM), inactives show at the top dose FP activity change, negative = inhibition, actives largely listed as inhibitors; active = well fitted inhibition curve with a large enough effect in the polarisation, with a control signal flat, not every such curve was filed as active; inconclusive = small, poorly fitted or top-dose-only effect, or effect the other way, or a change in a side signal; inactive = no such curve, though single readings can be large or run the other way; the % refers to the polarisation; also: potency is read from the fitted curve at half-maximal effect; % of control where 0% means no effect; many of its hits are not listed in these tables
TSHR antagonist = human thyrotropin receptor antagonism. P16473. TSHR-expressing cells, TSH-stimulated cAMP HTRF, 2 h; stronger effect = lower value. activity change, negative = inhibition, % at 11.5 µM. 330,000 compounds, 0.2% hits;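 active = activity change below a set negative limit, meaning inhibition stronger than a set level, cut at about -70% in these data; inconclusive = activity change between two set negative limits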; also: % is scaled to controls: 0 for no effect and ±100 for the full control effect
Target sequence (P16473 whole entry, looked up): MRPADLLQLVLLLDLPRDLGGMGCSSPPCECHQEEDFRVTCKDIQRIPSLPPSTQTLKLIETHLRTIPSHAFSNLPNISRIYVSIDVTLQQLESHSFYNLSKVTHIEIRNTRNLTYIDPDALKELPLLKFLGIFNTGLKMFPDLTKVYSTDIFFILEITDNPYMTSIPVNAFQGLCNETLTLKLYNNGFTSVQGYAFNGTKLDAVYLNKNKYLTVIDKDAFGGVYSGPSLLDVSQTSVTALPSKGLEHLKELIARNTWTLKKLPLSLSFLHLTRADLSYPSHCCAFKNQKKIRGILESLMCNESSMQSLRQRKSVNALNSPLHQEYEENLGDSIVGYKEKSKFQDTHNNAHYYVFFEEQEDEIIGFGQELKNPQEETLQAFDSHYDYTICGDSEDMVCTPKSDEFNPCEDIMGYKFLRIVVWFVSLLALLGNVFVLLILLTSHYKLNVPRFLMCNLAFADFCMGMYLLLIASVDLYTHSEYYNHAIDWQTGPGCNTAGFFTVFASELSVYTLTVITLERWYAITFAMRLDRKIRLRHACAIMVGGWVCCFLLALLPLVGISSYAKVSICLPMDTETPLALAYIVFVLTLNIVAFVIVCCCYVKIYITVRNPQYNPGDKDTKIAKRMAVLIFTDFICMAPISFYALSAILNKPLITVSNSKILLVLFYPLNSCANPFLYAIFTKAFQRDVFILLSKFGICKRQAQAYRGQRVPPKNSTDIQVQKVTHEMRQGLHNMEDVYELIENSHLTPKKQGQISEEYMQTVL
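Freshly harvested TSHR cells receive pin-tooled compound, then EC80 TSH at 4nM final. After 2 hours at 37 deg C, antibody in lysis buffer and cAMP-d2 are added; 30 minutes at ambient temperature precede the HTRF read.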
TCR act = T cell receptor activation; primary human leukocytes, anti-CD3, IL-2 HTRF, 48 h; 330,000 tested, under 10 active; AID 504894; Potency, µM (series often up to 9.22 µM), without a hit: at the highest dose activation of IL-2 secretion, hits mostly activators; also: % of control where 0% means no effect
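48 hr co-incubation of compounds, a-CD3 beads and primary human leukocytes; IL-2 quantified homogeneously by HTRF with anti-IL-2 K and d2 conjugates.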
PTAP TSG101 blk = blocks PTAP/TSG101 interaction to inhibit HIV-1 budding; Q99816; Fluorescence polarization, FITC-PTAP peptide / Tsg101 binding; Potency, µM (highest dose often 115 µM), for inactives: at the top dose activity change, negative = inhibition, hits mostly inhibitors; 340,000 tested, under 10 active; AID 493005; active = well fitted inhibition curve with a large enough effect in the main read-out, with a control signal flat, not every such curve was filed as active; inconclusive = small, poorly fitted or top-dose-only effect, or effect the other way, or a change in a side signal; inactive = no such curve, though single readings can be large or run the other way; also: potency is read from the fitted curve at half-maximal effect; % of control where 0% means no effect
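FP read-out: FITC-PTAP peptide, 50 nM final, binding Tsg101 binding domain, 10 uM final; 20 min, r.t.; 10 mM HEPES pH 7.5, 0.15 M NaCl, 0.01% Tween 20, 3 mM EDTA, 0.1 mM TCEP.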
MLL CXXC-DNA inh = MLL CXXC-DNA interaction inhibition; Q03164; MLL-CXXC / FITC-HOXA9 DNA fluorescence polarization; Potency, µM (top dose mostly 115 µM), inactives show at the highest dose activity change, negative = inhibition, usual class: inhibitors; 290,000 compounds, 0.037% hits; active = well fitted inhibition curve with a large enough effect in the polarisation, with a control signal flat, not every such curve was filed as active; inconclusive = small, poorly fitted or top-dose-only effect, or effect the other way, or a change in a side signal; inactive = no such curve, though single readings can be large or run the other way; the % refers to the polarisation; also: potency is read from the fitted curve at half-maximal effect
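Steps: dispense CXXC domain solution (7 uM) → pin compounds or unlabeled HOX-A9 DNA control → 5 min ambient → add FLSN-HOX-A9 solution (50 nM) → spin → 30 min ambient → fluorescence polarization. Tris pH 7.5/NaCl/DTT/BSA buffer.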
Mito fusion yeast = blocks mitochondrial division or promotes mitochondrial fusion | S. cerevisiae fusion-defective mutant growth rescue, CellTiterGlo 48 h | AID 485298 | 320,000 compounds, 0.23% hits | Potency, µM (titrated, usually from 46.1 µM), inactives show at the highest dose growth rescue (activation), most hits filed as activators;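 also: potency is read from the fitted curve at half-maximal effect; % of control where 0% means no effect; nearly all actives have a fitted effect of over 45% in size; temperature-sensitive fusion mutants such as fzo1-1 at 37 °C on non-fermentable ethanol glycerol medium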
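Read-out: ATP-based luminescence (CellTiterGlo, 10 min ambient) reporting growth of fusion-defective ts yeast after 48 hours at 37C on glycerol/ethanol YPEG medium in the presence of compound.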
MBNL1 CUG block = inhibitors of human MBNL1 binding to CUG repeat RNA | Q9NR56 | TR-FRET MBNL1-His/biotin-(CUG)12 binding, 665/545 ratio | Potency, µM (top dose mostly 57.5 µM), for the others: at the top dose activity change, negative = inhibition, actives largely listed as inhibitors | 280,000 compounds, 0.036% hits | AID 2675; active = well fitted inhibition curve with a large enough effect in the signal ratio, with a control signal flat, not every such curve was filed as active; inconclusive = small, poorly fitted or top-dose-only effect, or effect the other way, or a change in a side signal; inactive = no such curve, though single readings can be large or run the other way; the % refers to the signal ratio; also: potency is read from the fitted curve at half-maximal effect; % is scaled to controls: 0 for no effect and ±100 for the full control effect
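TR-FRET readout: Ex 340 nm, 665/545 nm emission ratio, normalized to buffer-only (basal) and MBNL1-(CUG)12 controls. Complex of MBNL1-His with Biotin-(CUG)12, compounds 92 nM–58 uM, incubated 60 min at room temperature.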
A-T KAP1 phos = potential ataxia-telangiectasia treatments restoring KAP-1 phosphorylation | […] A-T fibroblasts, KAP-1 phosphorylation AlphaLISA; neocarzinostatin DNA damage 30 min before lysis | Potency, µM (highest dose often 57.5 µM), without a hit: top-dose activation, most hits filed as activators | AID 485349 | 320,000 compounds, 0.19% hits; also: potency is read from the fitted curve at half-maximal effect; % of control where 0% means no effect; nearly all actives have a fitted effect of over 45% in size
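ATM-like activity read as KAP-1 phosphorylation via AlphaLISA donor/acceptor antibody pairs after lysis and 6 hr at 25C. Cells were ATM-null patient fibroblasts ([…], hTERT), dosed 60 min, then exposed to the DSB inducer NCS for 30 min.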
Numbers without * were called inactive; ? = inconclusive; nt = not tested or not shown; [ ] = dose if it differs, or a comment. Unless noted, calls follow the shape of the dose curve; as a rule, active = well fitted curve in the direction sought with a large enough effect; inconclusive = small, poorly fitted or top-dose-only effect, or another doubt; inactive = no such curve, though single readings can be large; an effect the other way counts as inactive or inconclusive.

molecule	ASM inhibitor	Integrin act MD	Menin-MLL TR inh	TSHR antagonist	TCR act	PTAP TSG101 blk	MLL CXXC-DNA inh	Mito fusion yeast	MBNL1 CUG block	A-T KAP1 phos
CCOc1cc(CN2CCC(CO)(Cc3cccc(C(F)(F)F)c3)CC2)ccc1OC	-2%	-23%	-7%	7	-5%	-10%	0%	-6%	5%	1%
O=[N+]([O-])c1ccccc1SNc1ccccn1	0%	0%	1%	-3	3%[46.1 µM]	0%	-5%	1%	?	0%
O=c1c([N+](=O)[O-])c(N2CCCC2)c2ccccc2n1-c1ccccc1	-3%	-3%	1%	-2	3%	-3%	-3%	9%	-3%	9%
CC(CC(=O)Nc1ccc(F)c([N+](=O)[O-])c1)c1ccccc1 (stereo not drawn)	1%	-20%	-1%	-2	-2%[46.1 µM]	-11%	8%	1%	nt	-3%
Cc1cc(C(=O)N/N=C/c2c(CO)cnc(C)c2O)c2ccccc2n1	2%	-13%	nt	-3	-2%	-7%	25%	3%	?	4%
O=C(Nc1ccccc1)N1CCN(c2cccc(C(F)(F)F)c2)CC1	-9%	7%	1%	-9	nt	-9%	4%	-1%	-2%	0%
O=C(NCCN1CCCC1)c1cccc(Cl)c1	1%	3%	13%	-14	3%	-1%	-24%	-7%	3%	1%
CC1=CC(C)(C)Nc2ccc(OC(=O)C(Cc3ccccc3)N3C(=O)c4ccccc4C3=O)cc21 (stereo not drawn)	-3%	-35%	?	-12	2%	1%	-5%	-1%	-5%	0%
COc1ccc(C(=O)c2c3ccc(C(F)(F)F)cc3[n+]([O-])n2CCCN)cc1	-17%	17%	nt	5	1%	-5%	nt	-2%	nt	-11%
O=C(NCc1ccccc1)Nc1cccn(Cc2ccc(Cl)cc2)c1=O	4%	59%	?	-35	1%	-9%	-9%	-3%	3%	-2%
CCCCNc1ccccc1C(=O)OCC(=O)Nc1ccc(S(N)(=O)=O)cc1	nt	-27%	-2%	-2	-6%	-1%	4%	0%	2%	17%
O=C(c1cccc(F)c1)N1CCN(c2ccc([N+](=O)[O-])c(N3CCOCC3)c2)CC1	-4%	-22%	-5%	-12	-5%[46.1 µM]	-2%	9%	-3%	?	2%
Cc1nc(N2CCN(c3ccccn3)CC2)c2c(C)c(C(=O)Nc3ccc(Br)cc3C)sc2n1	-8%	9%	4%	1	0%	1%	1%	18%	2%	4%
COc1ccc(C(=O)NCCSCc2ccc(Cl)cc2)cc1OC	-11%	1%	9%	5	-1%	-5%	1%	-4%	1%	0%
Cc1cccnc1NC(=O)CCNC(=O)c1ccc(Cl)cc1	6%	12%	9%	14	-6%	-2%	28%	-1%	-3%	2%
Cc1cccc(-c2nc(CS(=O)CC(=O)NCCc3ccc(Cl)cc3)c(C)o2)c1 (stereo not drawn)	-3%	?	-24%	25	0%	-6%	0%	?	0%	7%

Molecules above containing an aryl methoxy group, in the order listed:
molecule	ASM inhibitor	Integrin act MD	Menin-MLL TR inh	TSHR antagonist	TCR act	PTAP TSG101 blk	MLL CXXC-DNA inh	Mito fusion yeast	MBNL1 CUG block	A-T KAP1 phos
CCOc1cc(CN2CCC(CO)(Cc3cccc(C(F)(F)F)c3)CC2)ccc1OC	-2%	-23%	-7%	7	-5%	-10%	0%	-6%	5%	1%
COc1ccc(C(=O)c2c3ccc(C(F)(F)F)cc3[n+]([O-])n2CCCN)cc1	-17%	17%	nt	5	1%	-5%	nt	-2%	nt	-11%
COc1ccc(C(=O)NCCSCc2ccc(Cl)cc2)cc1OC	-11%	1%	9%	5	-1%	-5%	1%	-4%	1%	0%

The list goes on.
molecule | ASM inhibitor | Integrin act MD | Menin-MLL TR inh | TSHR antagonist | TCR act | PTAP TSG101 blk | MLL CXXC-DNA inh | Mito fusion yeast | MBNL1 CUG block | A-T KAP1 phos
NS(=O)(=O)c1ccc(N2C(=O)C3CC=CCC3C2=O)cc1 (stereo not drawn) | -1% | 2% | 13% | 1 | 2% | 1% | 2% | 0% | -5% | 6%
CCOC(=O)c1c(P(=O)(N2CCOCC2)N2CCOCC2)noc1N | -1% | -27% | 16% | 1 | 2% | 2% | 8% | -3% | -4% | 4%
COc1ccc(Cl)cc1NC(=O)C(OC)c1ccccc1 (stereo not drawn) | -5% | -31% | 12% | 22 | 12% | -5% | -12% | 2% | -4% | 17%
Cn1cc([N+](=O)[O-])c(C(=O)Nc2ccc(Br)cn2)n1 | -1% | -59%[inhibitor][7.66 µM] | 24% | -2 | nt | -6% | 2% | 0% | ? | -3%
Cc1ccc(C(=O)N[C@H](C(=O)OCc2cc(=O)oc3cc(C)ccc23)C(C)C)cc1 | -3% | 0% | -5% | 17 | 2%[46.1 µM] | -7% | 7% | 22% | -8% | -2%
CCOCC(=O)Nc1nc2ccccc2s1 | 1% | -26% | -8% | 19 | 1%[46.1 µM] | -3% | -4% | 1% | ? | -3%
O=C(NC1CCCN(c2ccc(C(F)(F)F)cn2)C1)c1ccnc(Cl)c1 (stereo not drawn) | -8% | 3% | 38%[activator] | 4 | 1% | nt | 0% | -2% | 4% | 3%
CCOc1cccc2c1OC1(C)CC2NC(=O)N1c1cccc(Cl)c1 (stereo not drawn) | -4% | 11% | 17% | -2 | 5% | -5% | -5% | 3% | -12% | 5%
CCCn1c2ccccc2c2cnn(CC(=O)NC3CCN(Cc4ccccc4)CC3)c(=O)c21 | 16% | -54%[inhibitor] | -28% | 7 | -1% | -5% | 6% | 23% | 59%[activator] | 6%
CCCN(CCC)CCCNC(=O)c1ccc(CS(=O)(=O)c2c(Cl)cccc2Cl)o1 | 3% | -49%[inhibitor] | 1% | 3 | -1% | -8% | 5% | 0% | -3% | 7%
COc1ccccc1C(=O)NCCC(=O)N(C)Cc1ccc(C)o1 | -1% | 12% | nt | 2 | -4% | -4% | 9% | 0% | 1% | 5%
CCOC(=O)c1ccc(N2C(=O)C3CCOc4ccccc4C32)cc1 (stereo not drawn) | -4% | 30% | nt | 4 | -4% | nt | nt | 5% | nt | -4%
Cc1cc2nc(C3CCN(C(=S)NCC(C)C)CC3)[nH]c2cc1C | 0% | -17% | 2% | 2 | 2%[46.1 µM] | -1% | -6% | 0% | -4% | 3%
CC(C)C(=O)NNC(=O)CSc1nc(C2CCCCC2)nc2ccccc12 | -3% | 15% | 5% | 4 | 2%[46.1 µM] | -4% | -6% | 0% | 9% | 8%
Cc1ccccc1NC(=O)c1ccc([N+](=O)[O-])o1 | -1% | -59%[inhibitor] | 5% | 13 | 1% | -1% | 17% | 0% | ? | 2%
C[C@]12CC[C@H](O)CC1=CCC1C2CC[C@@]2(C)C1CC[C@@H]2NC(=O)[C@@H](N)Cc1ccccc1 (stereo partly drawn) | -1% | -51%[inhibitor] | nt | 4 | -4% | 0% | nt | nt | nt | 4%
CCOc1[nH]n(-c2ccccc2)c(=O)c1C=Nc1ccc(OC)cc1 | -4% | -15% | 26% | -7 | 0% | 1% | -19% | -2% | 10% | 6%
Cc1cc(C)nc(SCC(=O)OCC(=O)Nc2ccccc2)n1 | 3% | -4% | 10% | -3 | 4% | -3% | 6% | 1% | -2% | 5%
NC(=O)C1CCN(C(=O)CN2CCc3ccccc32)CC1 | 1% | 0% | 1% | -1 | -2% | 0% | 1% | -4% | 1% | 15%
COc1ccc(C(=S)N2CCN(S(=O)(=O)c3ccccc3)CC2)cc1 | 2% | 2% | nt | -15 | -6% | -1% | 7% | 6% | -1% | 0%
O=C(O)c1ccc(Cn2cc(Cl)cn2)cc1 | -1% | 2% | 0% | 2 | -2% | -3% | -4% | 2% | -3% | 3%

An excerpt; the hit share may differ from the screen's.
